Screens (PubChem)
AddAB inh: less growth of phage-infected E. coli with AddAB; E. coli expressing H. pylori AddAB, absorbance growth; inhibition, % at 11.9 µM; hit rate 0.29% among 330,000; in the data active means inhibition above about 12%;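 further: 0% = vehicle wells of infected cells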
E coli growth: bacterial growth inhibition, counter-screen for AddAB inhibitors. inhibition, % at 11.9 µM. E. coli V3065 growth, OD600 absorbance, 18 h. hit rate 0.27% among 330,000;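 active means inhibition above the campaign's mean inhibition across all tested compounds plus 3 SD, cut at about 9.9% in these data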;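 further: uninfected addAB+ strain grown without phage in ampicillin broth; 0% = DMSO wells and 100% = ciprofloxacin 0.95 µg/ml wells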
SUMO Mot1 rescue: blocks SUMOylation pathway, rescuing yeast Mot1-301 growth. S. cerevisiae Mot1-301 growth rescue, ATP luminescence, 38.5C; percent above DMSO median, 100 means doubled. growth rescue, % at 18.8 µM. hit rate 1% among 320,000;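 active means every valid replicate shows activation above 250% relative to neutral control wells; inactive means the rest, any valid replicate at or below 250%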;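 further: OY570 slx delta 5 strain wells were the positive control but not used for scaling; some compounds called inactive have numbers as strong as hits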
OPRM1-OPRD1 ag: OPRM1-OPRD1 heterodimerization agonism; P35372+P41143; cells, luminescence; activation, % at 9.3 µM; hit rate 0.3% among 340,000; AID 504326; in the data active means activation above about 18%;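 further: 0% = vehicle-treated cells and 100% = reference agonist; values of inactives mirror those of a sister screen read the other way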
Pemphigus Ab inh: inhibitors of pemphigus antibody binding to human desmoglein-3; AID 588358; DSG3-coupled beads, scFv-anti-DSG3-GFP binding, flow cytometry; stronger effect = lower value; hit rate 0.48% among 310,000; binding (percent of control), % at 10 µM;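 active means binding more than 3 SD below its plate's average and above zero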; further: some compounds called inactive have numbers as strong as hits
Target sequence (P32926 whole entry, looked up): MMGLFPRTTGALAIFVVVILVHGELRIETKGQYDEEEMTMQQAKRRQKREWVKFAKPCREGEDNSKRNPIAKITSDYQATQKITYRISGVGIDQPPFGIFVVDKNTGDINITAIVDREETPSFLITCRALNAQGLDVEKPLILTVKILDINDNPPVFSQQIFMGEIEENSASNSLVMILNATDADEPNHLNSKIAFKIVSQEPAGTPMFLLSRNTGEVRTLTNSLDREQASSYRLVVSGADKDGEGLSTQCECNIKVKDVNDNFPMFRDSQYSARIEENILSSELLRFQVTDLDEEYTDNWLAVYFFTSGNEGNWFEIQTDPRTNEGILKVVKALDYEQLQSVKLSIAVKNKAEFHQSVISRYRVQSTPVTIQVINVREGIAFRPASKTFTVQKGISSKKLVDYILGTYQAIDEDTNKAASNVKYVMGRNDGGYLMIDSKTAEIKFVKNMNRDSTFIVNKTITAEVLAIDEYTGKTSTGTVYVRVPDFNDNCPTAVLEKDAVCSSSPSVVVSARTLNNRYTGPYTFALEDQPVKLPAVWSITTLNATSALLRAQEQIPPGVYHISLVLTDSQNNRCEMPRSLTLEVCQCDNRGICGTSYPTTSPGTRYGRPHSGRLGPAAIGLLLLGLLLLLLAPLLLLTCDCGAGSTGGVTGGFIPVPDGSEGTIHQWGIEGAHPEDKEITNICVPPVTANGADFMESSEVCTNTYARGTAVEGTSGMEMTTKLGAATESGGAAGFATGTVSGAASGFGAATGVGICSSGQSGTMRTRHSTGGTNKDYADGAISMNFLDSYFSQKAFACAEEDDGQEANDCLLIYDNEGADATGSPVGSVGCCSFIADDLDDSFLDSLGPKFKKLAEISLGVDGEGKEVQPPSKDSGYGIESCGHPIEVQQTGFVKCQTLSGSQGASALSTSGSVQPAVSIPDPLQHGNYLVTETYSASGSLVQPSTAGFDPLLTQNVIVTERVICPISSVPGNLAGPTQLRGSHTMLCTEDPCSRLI
HTR5A ag ctr: HTR5A agonism, opioid heterodimer counter-screen. P47898. HTR5A agonist assay, luminescence, cell-based. activation, % at 9.3 µM. hit rate 0.61% among 340,000. AID 504692; in the data active means activation mostly above about 9.5%, no sharp cut-off; inactive means mostly below about 7.6%;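 further: 0% = cells with vehicle only and 100% = reference agonist; strong numbers were not always called active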
PKA-R1A activ: activates the PKA-R1A holoenzyme complex; P00514+P68181; PKA-R1A dissociation, Cy5-IP20 fluorescence polarization; scaled: DMSO 0%, 113 µM cGMP 100%; activation, % at 11.4 µM; hit rate 0.083% among 340,000; AID 504707;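 active means percent activation above the mean of all tested compounds plus 3 SD, cut at about 19% in these data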;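 further: higher means more PKAc released from R1A so a rise in polarization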
MOR-DOR inv ag: inverse agonists of human mu-delta opioid receptor heterodimerization; cell-based MOR-DOR heterodimer luminescence, inverse agonism; inhibition, % at 9.3 µM; hit rate 0.21% among 340,000; AID 504357; in the data active means inhibition above about 22%, passing the limit was not always enough;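 further: 0% = cells with DMSO and 100% = wells without cells with DMSO; values of inactives mirror those of a sister screen read the other way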
PfHsp90 set2: inhibits growth of yeast expressing Plasmodium falciparum Hsp90. S. cerevisiae expressing PfHsp90, BacTiter-Glo ATP, 48 h; yeast lacking PDR1 and PDR3 efflux regulators. inhibition, % at 9.4 µM. hit rate 0.32% among 310,000. AID 504621;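 active means every replicate shows inhibition above about 80%, whatever the replicate mean, limit read from the data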;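 further: 0% = DMSO neutral controls and 100% = 20 µM radicicol positive controls; yeast relying on Plasmodium falciparum Hsp90 in place of its own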
HTR5A inv ctr: counter-screen for OPRM1-OPRD1 inverse agonists: human HTR5A inverse agonism | P47898 | HTR5A cell line, luminescence | inhibition, % at 9.3 µM | hit rate 0.083% among 340,000; in the data active means inhibition mostly above about 23%, no sharp cut-off; inactive means mostly below about 18%;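 further: 0% = cells with DMSO and 100% = no-cell wells with DMSO; some compounds called inactive have numbers as strong as hits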
phage Ecoli inh: E. coli growth loss with phage present. hit rate 0.26% among 360,000. growth absorbance. inhibition, % at 11.9 µM. AID 651602; in the data active means inhibition above about 11%
Numbers without * were called inactive; nt = no result given.

SMILES	AddAB inh	E coli growth	SUMO Mot1 rescue	OPRM1-OPRD1 ag	Pemphigus Ab inh	HTR5A ag ctr	PKA-R1A activ	MOR-DOR inv ag	PfHsp90 set2	HTR5A inv ctr	phage Ecoli inh
O=C(NCCCN1CCOCC1)c1cc(-c2ccc(Br)cc2)on1	-0.6	-2.6	-17	3.2	104	0	-4	-18	20	0	1.4
Cc1cccc(C(=O)OCC(=O)Nc2ccc(N3CCCCC3)cc2)c1O	-0.2	0.9	18	-2.1	104	2	11	12	-1	7	0.9
Nc1cnn(C2CCCO2)c(=O)n1 (stereo unspecified)	0.9	-0.2	-2	-2.0	101	1	3	11	6	-2	0.6
CCOc1cc(NC(=S)NCCCN(C)C)c(OCC)cc1NC(=O)C1CC1	1.8	1.2	7	-1.1	106	2	5	6	25	-14	3.0
Cn1c(SCC(=O)N2CCN(c3ccccc3)CC2)nnc1-c1c[nH]c2ccccc12	1.5	-1.3	-9	0.5	91	0	-2	-3	8	-2	2.5
COC(=O)Cc1ccc2oc(-c3cccnc3)nc2c1	3.4	-0.7	26	-1.1	115	-2	6	5	nt	5	3.5
COCCn1c(C)cc(C(=O)COC(=O)c2ccc3c(c2)NC(=O)CS3)c1C	-0.2	0.8	-1	2.2	nt	2	7	-11	-50	-9	1.7
CCC(C)Sc1ccc(-c2nc3ccc(C)cn3c2NC2CCCCC2)cc1 (stereo unspecified)	2.6	-0.4	-2	-0.6	104	0	-1	3	nt	15	nt
COc1ccc(NC(=O)Nc2ccc3nonc3c2)cc1	6.5	5.4	12	nt	95	nt	nt	nt	nt	nt	1.5
Cn1c(SCc2ccccc2)nc2ccsc2c1=O	1.9	-0.6	-10	7.0	98	0	-15	-39	-5	1	4.4
O=c1ccc(=O)n2n1CC(O)C2	0.9	-0.8	6	-1.9	106	2	0	10	11	-6	3.4
COc1cc(OC)c(C(=O)NCC2CCCO2)cc1OC (stereo unspecified)	0.5	-1.5	113	-1.0	95	0	4	5	-22	1	0.7
Cc1csc2nc(O)c(C(=O)NC3CCCCCC3)c(=O)n12	2.1	1.8	-13	9.4	111	1	-4	-61	nt	1	2.1
COc1ccccc1OCC(=O)OC/C(O)=C(\C#N)c1nc2ccccc2[nH]1	0.5	-4.6	466	-2.0	98	-2	-2	10	-13	5	2.0
Oc1[nH]c2ccccc2c1N=Nc1nc2ccccc2s1	0.0	-3.3	26	-3.7	98	5	-6	16	-97	-14	1.4

Brought forward from above: 2 compounds; new compounds follow.
SMILES	AddAB inh	E coli growth	SUMO Mot1 rescue	OPRM1-OPRD1 ag	Pemphigus Ab inh	HTR5A ag ctr	PKA-R1A activ	MOR-DOR inv ag	PfHsp90 set2	HTR5A inv ctr	phage Ecoli inh
COc1ccccc1OCC(=O)OC/C(O)=C(\C#N)c1nc2ccccc2[nH]1	0.5	-4.6	466	-2.0	98	-2	-2	10	-13	5	2.0
Oc1[nH]c2ccccc2c1N=Nc1nc2ccccc2s1	0.0	-3.3	26	-3.7	98	5	-6	16	-97	-14	1.4
CCCn1c(-c2ccc(F)cc2)n[nH]c1=S	1.4	3.4	-7	-2.2	97	-4	-4	11	-2	5	3.4
Cc1ccc(N(Cc2ccccc2)C(=O)c2cc(S(=O)(=O)N3CCOCC3)ccc2C)cc1	-2.7	-3.2	-2	1.4	98	6	-3	-8	-16	-27	1.2
CC(=O)/C(N=Nc1ccc(SC(F)F)cc1)=C(\C)O	6.4	1.9	25	1.0	98	6	-1	-5	-1	-20	2.8
CCOC(=O)c1sc(/N=C/N(C)C)c(C(=O)OCC)c1C	-0.1	0.5	3	-2.0	97	-1	1	10	6	3	1.3
NC(N)=NN=C1c2ccccc2-c2ccccc21	0.2	2.0	12	1.1	384	0	2	-5	45	-2	-0.6
Cn1c(NC(=O)C2CCCC2)cc(=O)n(C)c1=O	1.6	1.7	54	-0.7	98	6	-1	3	13	-16	1.8
O=c1c2cc(Br)ccc2nc(-c2ccc(Cl)cc2)n1O	-3.4	-5.3	9	0.3	100	-3	1	-1	16	9	-5.5
Cc1cc(-c2ccc(C(C)C)c(S(=O)(=O)N3CCOc4ccccc43)c2)on1	4.9	-2.1	104	3.4	108	1	-4	-17	5	10	2.0
O=C(CCN1C(=O)c2ccccc2C1=O)C1=NN[C@@H]2C(=O)N(c3cccc(Cl)c3)C(=O)[C@H]12	2.7	1.7	-6	-1.2	86	-2	1	6	14	0	0.3
COc1ccc(CC(=O)Nc2ccc(-c3noc(-c4ccc(Cl)cc4)n3)cc2)cc1	2.0	1.0	-2	2.9	98	3	0	-16	-36	-31	2.0
Cc1ccc(F)cc1NC(=O)N1c2ccccc2NC(=O)CC1C (stereo unspecified)	2.3	-0.4	-10	-2.0	111	6	-2	11	23	-16	3.6
O=[N+]([O-])c1cc(Br)cc(/C=N/n2cnnc2)c1O	3.0	-0.2	-14	-3.7	108	-6	-12	19	-9	-10	1.9
CCOC(=O)C1CCCCN1Cc1ccc(-c2ccccc2)cc1 (stereo unspecified)	nt	nt	1	4.3	115	2	-15	-22	16	2	3.4
Cc1ccc(NC(=S)NCCC2=CCCCC2)cc1	1.4	0.0	31	6.0	102	-6	-6	-31	4	-58	2.1
O=C(CCCN1C(=O)c2ccccc2C1=O)N1CCCCC1	1.5	-1.8	5	-3.9	nt	0	-1	18	-8	-14	0.7
CC(C)(C)c1ccc(CN2N=C(/C=C/c3ccccc3)CCC2=O)cc1	1.1	1.8	187	2.2	98	-1	-15	-13	-18	2	3.1
CC(NC(=O)c1cccs1)C(c1cccs1)N1CCN(c2ccccc2)CC1 (stereo unspecified)	2.0	-4.9	2	5.1	96	1	-17	-30	-11	-19	3.3
Cc1cnc(NC(=O)c2cc3c(s2)CCCC3)s1	2.9	0.5	34	-1.5	100	-3	10	7	-2	8	0.3
C=C(C)Cn1c(-c2ccc(OC)cc2)nc2ccccc21	2.7	-0.9	5	-1.5	94	3	-11	7	-4	2	1.8
O=C(Cc1ccc([N+](=O)[O-])cc1)NCc1ccc2c(c1)OCO2	3.9	1.4	-12	-1.2	104	7	-4	7	-11	-12	5.1
O=C(CNC(=O)c1ccc(Cl)cc1Cl)OCc1nc2ccccc2s1	-0.6	-1.4	15	-1.4	101	-1	-19	7	13	13	-1.0
Cn1cc(SCC(=O)O)c2ccccc21	0.5	0.4	387	-1.7	105	2	2	9	nt	-5	3.0
C[C@@H](O)C1NC(=O)[C@H](CCCCN)NC(=O)c2cc([N+](=O)[O-])cc(F)c2NCCCC[C@@H](C(N)=O)NC1=O (stereo partly specified)	0.6	-0.2	1	-1.1	99	8	4	5	23	-1	nt
CCC(=O)n1nc(-c2cccnc2)nc1NCc1ccc(F)cc1	1.5	-1.4	-8	0.8	118	7	-9	-4	nt	-10	1.4
CC1(C)COCN1C(=O)c1ccc(Cl)c(Cl)c1	2.0	-0.8	9	-2.9	87	1	7	15	-2	8	-0.2
O=C(CNC(=O)c1ccc(Br)o1)NNC(=O)c1n[nH]c(=O)c2ccccc12	-1.4	1.1	-5	-4.5	99	3	-2	19	nt	-7	0.1
N#Cc1c(NC(=O)CSc2ncccn2)oc(-c2ccccc2)c1-c1ccccc1	-0.1	-0.5	156	-1.1	nt	6	-4	7	-45	-13	-0.5
COc1ccc(C(=O)COc2ccc3ccc(=O)oc3c2)cc1	-0.3	-0.7	426*	-0.6	90	1	3	3	-20	-6	-0.1
Cc1cc(C)c2c(c1)cc(C)c1nnc(SCC(=O)Nc3ccccc3N3CCOCC3)n12	4.2	-1.4	1	-0.5	101	-3	-4	2	4	11	1.1
O=C(O)CC(Cn1[nH]nnc1=S)c1ccccc1 (stereo unspecified)	0.5	0.8	468	-0.8	112	4	9	4	nt	-9	1.3
CC(C)(O)C#Cc1ccc(C(=O)NC(CCCNC(N)=O)C(=O)O)s1 (stereo unspecified)	1.7	0.5	-2	-2.0	96	0	-7	10	-10	1	3.8
NC(=O)CC(NC(=O)c1cccc(Br)c1)c1ccc(NCC2CC2)c([N+](=O)[O-])c1 (stereo unspecified)	-1.0	-0.8	6	-2.4	103	-1	11	13	-5	-3	-1.0
COc1ccc(OC)c(C(=O)CC2OC(=O)c3ccccc32)c1 (stereo unspecified)	2.0	0.5	5	0.7	nt	-3	-9	-4	12	5	2.5
Cc1ccc(C(=O)Oc2ccccc2N2C(=O)C3CCCCC3C2=O)cc1 (stereo unspecified)	-0.5	-1.0	-11	-3.4	103	1	1	15	9	-4	1.2
COc1cccc(CNC(=O)CC2Sc3ccccc3NC2=O)c1 (stereo unspecified)	-1.0	-2.6	-9	0.3	107	0	0	-2	20	0	-1.6
COc1ccc(S(=O)(=O)Nc2ccccc2OC)cc1NC(=O)c1cc2ccccc2oc1=O	3.7	0.1	16	-1.9	92	-4	0	10	-16	11	4.1

Entries from the list above with an aryl thioether with sulfur outside any ring, in the order listed:
SMILES	AddAB inh	E coli growth	SUMO Mot1 rescue	OPRM1-OPRD1 ag	Pemphigus Ab inh	HTR5A ag ctr	PKA-R1A activ	MOR-DOR inv ag	PfHsp90 set2	HTR5A inv ctr	phage Ecoli inh
Cn1c(SCC(=O)N2CCN(c3ccccc3)CC2)nnc1-c1c[nH]c2ccccc12	1.5	-1.3	-9	0.5	91	0	-2	-3	8	-2	2.5
CCC(C)Sc1ccc(-c2nc3ccc(C)cn3c2NC2CCCCC2)cc1 (stereo unspecified)	2.6	-0.4	-2	-0.6	104	0	-1	3	nt	15	nt
Cn1c(SCc2ccccc2)nc2ccsc2c1=O	1.9	-0.6	-10	7.0	98	0	-15	-39	-5	1	4.4
CC(=O)/C(N=Nc1ccc(SC(F)F)cc1)=C(\C)O	6.4	1.9	25	1.0	98	6	-1	-5	-1	-20	2.8
Cn1cc(SCC(=O)O)c2ccccc21	0.5	0.4	387	-1.7	105	2	2	9	nt	-5	3.0
N#Cc1c(NC(=O)CSc2ncccn2)oc(-c2ccccc2)c1-c1ccccc1	-0.1	-0.5	156	-1.1	nt	6	-4	7	-45	-13	-0.5
Cc1cc(C)c2c(c1)cc(C)c1nnc(SCC(=O)Nc3ccccc3N3CCOCC3)n12	4.2	-1.4	1	-0.5	101	-3	-4	2	4	11	1.1
